Compound activity: PubChem, several laboratories
ARFGAP1 inh: inhibitors of rat ARFGAP1 | Q62848 | Arfgap1-stimulated ARF1 GTP hydrolysis, GDP FP detection | inhibition, % at 16.5 µM | 360,000 compounds, 0.26% hits | AID 651572;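 active = inhibition above a per-plate limit, mean inhibition of low control wells plus 3 SD, cut at about 25% in these data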;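 note: 0% = DMSO wells with enzyme and 100% = wells lacking Arfgap1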
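Material: rat Arfgap1 GAP domain (His6, aa 1-136), purified enzyme. Also added: human ARF1(Δ1-17)-GTP substrate. Compound dosing: 16.5 µM single point, 1.26% DMSO. Timing: enzyme reaction 120 min at 25 °C after 20 min preincubation. Signal: GDP detection by fluorescence polarization. Read-out basis: percent inhibition of GAP-stimulated GDP formation, scaled between DMSO and no-Arfgap1 medians.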
rCAG RNA binder: molecules binding r(CAG) RNA repeats; inhibition, % at 3 µM; 370,000 compounds, 1.3% hits; r(CAG) RNA repeat, TO-PRO-1 dye displacement fluorescence; AID 651821;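 active = inhibition above the plate cutoff, the mean of all test compounds on that plate plus 3 SD, cut at about 35% in these data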;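 note: 0% = DMSO alone and 100% = 100 µM mitoxantrone as full dye displacement; higher means more dye released from RNA so lower well fluorescence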
NPR2 activator: GC-B (human) receptor activation | AID 1920062 | P20594 | activation, % at 10 µM | 370,000 compounds, 0.11% hits | HEK293-GC-B cells, CNP EC30, cGMP TR-FRET; 0% at EC30 CNP, 100% saturating CNP;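 active = activation at 10 µM reaching about 35% in either raw or pattern-adjusted values, limit read from the data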
HGIII-sPLA2 inh: Blocks human group III sPLA2 activity. QFRET BODIPY PC-A2 liposome hydrolysis, fluorescence. inhibition, % at 12.2 µM. 370,000 compounds, 0.56% hits;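 active = inhibition above mean plus 3 SD of compounds lying within the high and low control bounds, cut at about 19% in these data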;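 note: 0% = median of test compound wells and 100% = no enzyme DMSO wells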
GC-A act: GC-A (human) enzyme activation; P16066; activation, % at 10 µM; HEK293 GC-A cells, cGMP TR-FRET, EC30 ANP; 0% at EC30 ANP, 100% saturating ANP; 370,000 compounds, 0.14% hits; in the data active = activation above about 40%
Target sequence (P16066 whole entry, looked up): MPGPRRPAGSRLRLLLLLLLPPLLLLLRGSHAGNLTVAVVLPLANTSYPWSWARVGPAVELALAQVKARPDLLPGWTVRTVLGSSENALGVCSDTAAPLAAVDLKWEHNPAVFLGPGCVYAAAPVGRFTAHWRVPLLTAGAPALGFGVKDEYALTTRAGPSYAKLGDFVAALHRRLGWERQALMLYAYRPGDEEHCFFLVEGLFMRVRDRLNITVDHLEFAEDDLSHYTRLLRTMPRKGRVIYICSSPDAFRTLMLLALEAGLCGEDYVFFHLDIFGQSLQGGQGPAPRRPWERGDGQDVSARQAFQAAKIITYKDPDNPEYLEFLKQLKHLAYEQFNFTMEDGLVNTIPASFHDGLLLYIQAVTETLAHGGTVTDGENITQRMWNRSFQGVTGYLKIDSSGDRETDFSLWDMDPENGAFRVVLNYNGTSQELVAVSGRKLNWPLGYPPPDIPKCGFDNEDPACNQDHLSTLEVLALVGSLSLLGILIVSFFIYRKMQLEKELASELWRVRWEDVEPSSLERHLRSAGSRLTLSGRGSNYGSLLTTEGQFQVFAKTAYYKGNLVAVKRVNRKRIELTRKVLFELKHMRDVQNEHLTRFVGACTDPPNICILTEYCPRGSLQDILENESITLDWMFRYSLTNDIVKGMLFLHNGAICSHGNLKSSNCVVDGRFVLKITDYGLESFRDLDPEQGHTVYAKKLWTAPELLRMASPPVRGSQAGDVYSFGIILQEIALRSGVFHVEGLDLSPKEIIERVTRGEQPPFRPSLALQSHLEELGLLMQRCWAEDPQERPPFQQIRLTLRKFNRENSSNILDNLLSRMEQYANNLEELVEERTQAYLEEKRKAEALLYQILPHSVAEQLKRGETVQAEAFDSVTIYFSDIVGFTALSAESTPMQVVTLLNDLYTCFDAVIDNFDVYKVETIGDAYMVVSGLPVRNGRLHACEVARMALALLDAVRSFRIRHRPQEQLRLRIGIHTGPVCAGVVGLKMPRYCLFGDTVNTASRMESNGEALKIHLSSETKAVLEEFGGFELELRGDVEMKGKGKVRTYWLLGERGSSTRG
ASAP1 inh: inhibitors of human ASAP1 ArfGAP activity; Q9ULH1; ASAP1-stimulated ARF1 GTP hydrolysis, GDP FP detection; inhibition, % at 16.5 µM; 360,000 compounds, 0.19% hits; AID 624377; in the data active = inhibition above about 25%;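 note: 0% = vehicle with enzyme and substrate and 100% = no enzyme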
GAA850 FXN act: frataxin GAA850 promoter activation; 360,000 compounds, 0.56% hits; activation, % at 6 µM; AID 540364; HEK293 lucGAA850 FXN promoter luciferase reporter, 24 h; percent of 10 µM SAHA response;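 active = activation above the average of all compounds screened plus 3 SD, cutoff fixed separately per campaign, cut at about 7.5% in these data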;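 note: 0% = DMSO wells and 100% = 10 µM SAHA wells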
ADAM10 inh: ADAM10 inhibition, QFRET primary screen; recombinant ADAM10, EDANS/DABCYL FRET peptide cleavage, 3 h; inhibition, % at 7 µM; 370,000 compounds, 0.62% hits;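 active = inhibition above a per-campaign cutoff equal to the mean of compounds falling between control-based bounds plus 3 SD, cut at about 20% in these data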;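 note: 0% = DMSO wells while the 100% control is not disclosed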
DDE Tn6 FP inh: inhibitors of Tn6 peptide binding to human fibrin DD(E); Fibrin DD(E) TRITC-Tn6 fluorescence polarization displacement; inhibition, % at 8.3 µM; 370,000 compounds, 0.21% hits;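 active = inhibition above a per-campaign cutoff: mean of compounds within control limits plus 3 SD, cut at about 15% in these data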;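 note: 0% = median of all compound wells on the plate and 100% = blocking peptide control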
KLK7 zymogen act: activators of human kallikrein-7 zymogen | 370,000 compounds, 0.9% hits | activation, % at 7 µM | purified proKLK7, EDANS-DABCYL substrate fluorescence; 100% is mature enzyme control, 0% vehicle;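 active = activation above the mean of all tested compounds plus 3 SD, computed per campaign excluding outliers beyond control limits, cut at about 13% in these data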
* = called active by the depositor; x = no result given.

SMILES	ARFGAP1 inh	rCAG RNA binder	NPR2 activator	HGIII-sPLA2 inh	GC-A act	ASAP1 inh	GAA850 FXN act	ADAM10 inh	DDE Tn6 FP inh	KLK7 zymogen act
COc1ccc(N2CCN(C(=O)/C=C/[C@H]3O[C@@H](n4ccc(=O)[nH]c4=O)[C@H](O)[C@@H]3O)CC2)cc1	1	2	2	7	3	-21	x	-15	6	0.1
CC(C)[C@H](NC(=O)NCCc1ccccc1)C(=O)O	0	0	13	-6	6	-7	-0.3	-9	-1	-0.2
COc1ccc(C)cc1N(CC(=O)NCCN1CCOCC1)S(=O)(=O)c1ccccc1	-11	-4	-1	5	-5	5	0.9	-1	5	0.4
CC(=O)Nc1ccc(S(=O)(=O)NC2(C(F)(F)F)C(=O)NC(C)=C2C#N)cc1 (stereo not drawn)	1	-3	0	0	2	1	1.3	-8	-1	0.1
COc1ccccc1CC(=O)Nc1ccc(S(=O)(=O)N(C)C2CCN(C)CC2)cc1	-3	0	-3	-10	-3	5	-0.2	-4	8	0.2
CCOC(=O)C1=CNS(=O)(=O)NC1CCc1ccccc1 (stereo not drawn)	7	6	4	-5	0	7	0.5	-38	-4	-1.6
O=C(/C=C/c1ccc(Cl)cc1Cl)N(Cc1ccccc1)C1CCS(=O)(=O)C1 (stereo not drawn)	0	-2	-16	0	-23	3	x	0	3	0.1
CCOCCn1ccc2c(OCC(=O)Nc3ccc(OC)c(OC)c3)cccc2c1=O	3	-6	0	2	-2	8	-1.1	-9	-2	0.0
CC[C@]12c3[nH]c4ccc(Cl)cc4c3CCN1C(=O)[C@@H](CC(=O)NCc1ccco1)C[C@@H]2C(=O)N1CCN(C(=O)C2CC2)CC1	9	5	-4	-3	-1	4	-1.9	-7	1	-0.4
CCn1c(=O)c2[nH]c(Cl)nc2n(CC)c1=O	-12	2	0	-4	0	1	-1.2	-8	-3	-0.1
COc1ccc(Br)cc1S(=O)(=O)NCCCN1CCOCC1	-5	-1	x	3	x	9	-0.2	2	0	0.0
COc1ccc2c(c1)C(C)=CC(C)(C)N2C(=O)Nc1ccccc1	0	7	1	1	-3	-5	0.0	-35	0	-17
Cn1ncc(Br)c1NC(=O)CSc1ccc(Cl)cc1	1	-1	-4	-7	-5	11	-1.1	7	-5	0.8
Cc1ccc(-n2nnc3c(=O)n(CC(N)=O)cnc32)cc1	-8	-3	0	3	6	11	0.4	5	5	-0.2
C=CCn1c(SCC(=O)NCc2ccc3c(c2)OCO3)nc2scc(-c3ccccc3)c2c1=O	13	2	-3	2	-5	5	3.9	10	-3	0.1
CCCCn1c(-c2csc3c2CCCC3)n[nH]c1=S	-12	3	-3	19	-3	2	x	6	-6	0.3
Cc1cccc(NC(=O)Nc2cc(C)on2)c1	7	5	-9	-11	-1	9	-0.6	1	3	-0.1
N#Cc1cc2cc3c(cc2nc1SCC(=O)N1CCOCC1)OCO3	-3	0	-7	3	-1	-1	4.3	-40	0	-0.2
Cc1nn(Cc2cccc(Oc3ccccc3)c2)c(C)c1NC(=O)NC12CC3CC(CC(C3)C1)C2	2	0	-3	6	1	-6	1.2	-4	4	0.4
COc1ccccc1NC(=O)Nc1ccc2c(c1)OCCO2	9	5	0	9	-1	12	7.5	7	-6	-0.5
Cc1ccc(CS(=O)(=O)c2cn(CC(=O)Nc3ccon3)c3ccccc23)cc1	-5	11	0	-12	-3	-12	-0.9	-5	-1	0.3
CCC(C)(C(=O)NC1CCCCC1)N(Cc1ccco1)C(=O)c1ccc2c(c1)OCO2 (stereo not drawn)	4	-9	-10	8	-18	-10	-0.6	-8	0	-0.5
CC(C)(O)C#Cc1ccc(CN2CCN(Cc3ccccc3)C(CCO)C2)s1 (stereo not drawn)	-2	-10	-5	-4	-2	-17	-3.2	-3	-11	0.5
CS(=O)(=O)c1ccc(Nc2nc(C(N)Cc3ccc(F)cc3)cs2)cc1 (stereo not drawn)	10	4	2	-1	-5	-14	-2.0	-37	-7	0.3
CCOC(=O)N1CCC(NC(=O)c2cc(C(=O)Nc3cccc(C(F)(F)F)c3)ccc2CO)CC1	6	-7	5	-6	-1	9	2.1	7	1	-0.7
N#CC(C#N)=NNc1ccc(S(=O)(=O)N2CCCC2)cc1	18	11	3	-13	0	5	1.2	16	-4	0.0
COc1ccc([C@H]2CC(=O)C=C(c3ccc4ccccc4c3)C2)cc1OC	4	3	6	3	3	9	0.5	-5	-6	0.9
C=C(C)C(=O)N1CC2(CC(c3cccc(NC(=O)c4ccccc4)c3)=NO2)C[C@@H]1C(N)=O (stereo partly drawn)	16	1	5	1	1	5	-0.5	-9	-5	0.9
O=C(O)c1ccc(NC(=O)c2ccc3c(c2)C(=O)N(CC2CCCO2)C3=O)cc1 (stereo not drawn)	-5	8	5	8	3	3	-1.5	-7	4	-0.6
Cc1nc2ccccn2c1C(=O)NNC(=O)Nc1ccccc1	-7	-1	-2	6	2	8	3.8	-13	-8	0.8
CCOC(=O)Nc1sc2c(c1C(=O)OCC)CCC2	4	5	-4	8	-5	7	-0.7	6	-4	0.1
COc1ccc(NS(=O)(=O)c2ccc(SC)cc2)c(OC)c1	1	1	-6	-7	-16	16	0.9	-4	-4	-0.1
COc1ccc(N2C(=O)CC(Sc3nc4ccccc4s3)C2=O)cc1 (stereo not drawn)	4	13	1	-26	0	4	0.3	-1	-4	-0.6
CC12CN(C(=O)c3ccccc3Br)CC(C)(CN(C(=O)c3ccccc3Br)C1)C2=O	-9	-4	-15	15	-3	9	0.2	-7	5	-0.3
CCOC(=O)N1CCC(NC(=O)c2cc3c(-c4ccccc4F)nn(C)c3s2)CC1	-9	1	5	6	3	3	-0.1	-29	0	-1.0
Cc1cc(OCC(=O)Nc2nnc(C3CC3)s2)ccc1C(C)C	-7	0	-4	1	0	-11	-0.2	-3	9	0.7

2 entries from above in another layout.
| molecule | ARFGAP1 inh | rCAG RNA binder | NPR2 activator | HGIII-sPLA2 inh | GC-A act | ASAP1 inh | GAA850 FXN act | ADAM10 inh | DDE Tn6 FP inh | KLK7 zymogen act |
| --- | --- | --- | --- | --- | --- | --- | --- | --- | --- | --- |
| CCOC(=O)Nc1sc2c(c1C(=O)OCC)CCC2 | 4 | 5 | -4 | 8 | -5 | 7 | -0.7 | 6 | -4 | 0.1 |
| O=C(O)c1ccc(NC(=O)c2ccc3c(c2)C(=O)N(CC2CCCO2)C3=O)cc1 (stereo not drawn) | -5 | 8 | 5 | 8 | 3 | 3 | -1.5 | -7 | 4 | -0.6 |

New compounds follow
SMILES	ARFGAP1 inh	rCAG RNA binder	NPR2 activator	HGIII-sPLA2 inh	GC-A act	ASAP1 inh	GAA850 FXN act	ADAM10 inh	DDE Tn6 FP inh	KLK7 zymogen act
O=C(NCC1CCCO1)c1cccc2ccccc12 (stereo not drawn)	0	0	0	-2	-3	0	-0.2	7	8	0.1
COC(=O)c1cc(S(=O)(=O)n2nc(C)c(Br)c2C)c(Cl)cc1Cl	-6	2	-6	-1	-11	7	-3.1	-3	-4	0.0
O=C(CCC(=O)c1cccs1)NCc1ccncc1	2	4	2	1	-1	12	0.2	7	-2	-0.3
NC(=O)c1ccc(NC(=O)CCc2nc3ccccc3s2)cc1	-18	9	3	-6	-3	-6	3.9	-4	-3	-0.8
CCn1cc(CN2CCC(n3nccc3NC(=O)c3cccc(F)c3)CC2)cn1	-1	-2	5	3	1	-3	0.9	-5	-2	0.0
CCn1c(SCC(=O)c2ccc3c(c2)OCCO3)nnc1-c1ccco1	1	-3	1	-17	-2	11	-0.3	4	2	0.9
Cn1c(N)c(C(=O)COC(=O)CC(NC(N)=O)c2ccc(Cl)cc2)c(=O)n(C)c1=O (stereo not drawn)	1	2	-4	9	3	9	-0.2	-8	7	-0.6
CC1CCCCN1S(=O)(=O)c1ccc(S(=O)(=O)N2CCCC2)cc1 (stereo not drawn)	10	-2	6	1	3	2	1.4	1	-6	0.4
C=CCSc1nsc(NC(=O)Nc2cccc(C(C)=O)c2)n1	16	60*	16	-21	6	2	-6.6	7	-6	-0.3
O=C(CSc1ccc2nnc(-c3ccccc3)n2n1)N1CCCc2ccccc21	-5	2	4	-3	3	-5	-1.5	3	0	0.0
O=[N+]([O-])c1cc(S(=O)(=O)Nc2ccccc2)ccc1NCc1ccccc1	-6	7	-4	-23	-11	6	-2.2	12	0	-0.2
CC(C)(C)NC(=O)C(c1ccccc1)n1c(=O)c(-c2ccco2)nc2ccccc21 (stereo not drawn)	1	36*	-10	-6	-20	3	x	-86	2	0.6

Structural class: those above containing a thiophene ring, fused or not
SMILES	ARFGAP1 inh	rCAG RNA binder	NPR2 activator	HGIII-sPLA2 inh	GC-A act	ASAP1 inh	GAA850 FXN act	ADAM10 inh	DDE Tn6 FP inh	KLK7 zymogen act
C=CCn1c(SCC(=O)NCc2ccc3c(c2)OCO3)nc2scc(-c3ccccc3)c2c1=O	13	2	-3	2	-5	5	3.9	10	-3	0.1
CCCCn1c(-c2csc3c2CCCC3)n[nH]c1=S	-12	3	-3	19	-3	2	x	6	-6	0.3
CC(C)(O)C#Cc1ccc(CN2CCN(Cc3ccccc3)C(CCO)C2)s1 (stereo not drawn)	-2	-10	-5	-4	-2	-17	-3.2	-3	-11	0.5
CCOC(=O)Nc1sc2c(c1C(=O)OCC)CCC2	4	5	-4	8	-5	7	-0.7	6	-4	0.1
CCOC(=O)N1CCC(NC(=O)c2cc3c(-c4ccccc4F)nn(C)c3s2)CC1	-9	1	5	6	3	3	-0.1	-29	0	-1.0
O=C(CCC(=O)c1cccs1)NCc1ccncc1	2	4	2	1	-1	12	0.2	7	-2	-0.3

Taken from above (two entries):
SMILES	ARFGAP1 inh	rCAG RNA binder	NPR2 activator	HGIII-sPLA2 inh	GC-A act	ASAP1 inh	GAA850 FXN act	ADAM10 inh	DDE Tn6 FP inh	KLK7 zymogen act
O=C(NCC1CCCO1)c1cccc2ccccc12 (stereo not drawn)	0	0	0	-2	-3	0	-0.2	7	8	0.1
COC(=O)c1cc(S(=O)(=O)n2nc(C)c(Br)c2C)c(Cl)cc1Cl	-6	2	-6	-1	-11	7	-3.1	-3	-4	0.0

Next section:
SMILES	ARFGAP1 inh	rCAG RNA binder	NPR2 activator	HGIII-sPLA2 inh	GC-A act	ASAP1 inh	GAA850 FXN act	ADAM10 inh	DDE Tn6 FP inh	KLK7 zymogen act
CCn1cc([N+](=O)[O-])c(C(=O)N2N=C(c3ccc4ccccc4c3)CC2c2ccccc2O)n1 (stereo not drawn)	3	14	-10	-39	-9	-3	1.5	24*	-4	-1.0
O=C(c1noc2c1CCCC2)N1CCc2ccccc2C1	2	-4	-1	0	4	-9	4.9	-8	5	-0.8
N#Cc1cc(-c2ccccc2)cn(Cc2c(Cl)cccc2Cl)c1=O	-4	4	-4	2	-6	-9	2.0	-36	-10	-0.3
CCOc1ccc(S(=O)(=O)NCCc2cn3ccccc3n2)cc1	-5	-1	-3	-5	0	3	0.6	-10	-1	-0.3
Cc1cc(CNC(=O)C2CCC(=O)N(CCc3ccc(Cl)cc3)C2)no1 (stereo not drawn)	6	-4	-4	0	1	-13	-0.9	6	7	-0.1
CCn1c(CNC(=O)c2ccc(F)cc2)cc2ccccc21	11	-4	3	-12	-2	17	1.9	-10	-1	-0.3
COC(=O)c1ccc(NS(=O)(=O)c2ccc(Cl)cc2)o1	1	18	0	-10	-2	-9	2.2	-40	-4	0.7
